D1 agonist: agonists of human D1 dopamine receptor; P21728; HEK293 T-REx D1 cells, calcium flux, agonist mode; activation, % at 2 µM; hit rate 1% among 360,000; in the data active = activation above about 30%; also: 0% is about no effect
Target sequence (P21728 whole entry, looked up): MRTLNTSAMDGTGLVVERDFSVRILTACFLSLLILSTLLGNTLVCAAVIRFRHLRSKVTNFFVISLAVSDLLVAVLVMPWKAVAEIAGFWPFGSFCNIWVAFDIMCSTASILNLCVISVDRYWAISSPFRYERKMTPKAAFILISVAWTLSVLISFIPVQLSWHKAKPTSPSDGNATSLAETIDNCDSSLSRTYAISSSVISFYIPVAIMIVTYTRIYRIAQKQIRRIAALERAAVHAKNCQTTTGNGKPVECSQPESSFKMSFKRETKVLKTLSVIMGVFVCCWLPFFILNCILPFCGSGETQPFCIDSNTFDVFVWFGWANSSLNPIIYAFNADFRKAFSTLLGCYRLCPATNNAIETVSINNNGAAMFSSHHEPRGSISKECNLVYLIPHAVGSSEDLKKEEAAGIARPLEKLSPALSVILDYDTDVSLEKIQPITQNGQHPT
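Inducible HEK293 T-REx D1 cells, force-coupled to calcium signalling, were plated at 4000 cells/well with tetracycline and held overnight at 30 C. After no-wash calcium dye loading, compound-evoked calcium rise over 180 s flagged agonists.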
D2 agonist: D2 dopamine receptor (human) agonism; P14416; HEK293 T-REx D2 cells, calcium flux agonist mode; activation, % at 2 µM; hit rate 0.53% among 340,000; AID 485358;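 active = activation over 3 SD above normal in the single-dose calcium agonist read, cut at about 30% in these data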; also: 0% is about no effect
Target sequence (P14416 whole entry, looked up): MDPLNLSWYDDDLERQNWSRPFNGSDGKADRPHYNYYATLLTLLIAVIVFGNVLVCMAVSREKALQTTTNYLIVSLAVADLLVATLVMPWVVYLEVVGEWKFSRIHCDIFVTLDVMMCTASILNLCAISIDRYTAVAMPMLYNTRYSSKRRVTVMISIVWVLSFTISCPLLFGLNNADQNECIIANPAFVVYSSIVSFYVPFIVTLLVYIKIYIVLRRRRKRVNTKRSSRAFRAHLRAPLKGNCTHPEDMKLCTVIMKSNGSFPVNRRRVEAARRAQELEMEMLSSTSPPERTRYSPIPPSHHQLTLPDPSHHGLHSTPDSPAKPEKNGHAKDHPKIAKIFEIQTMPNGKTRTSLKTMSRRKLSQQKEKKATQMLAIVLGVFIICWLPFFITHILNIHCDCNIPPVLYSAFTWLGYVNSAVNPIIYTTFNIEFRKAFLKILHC
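In this primary screen, compounds producing a positive calcium signal within 180 s of addition to tetracycline-induced, force-coupled HEK293 Trex D2 cells are flagged; cells are dye-loaded with a no-wash calcium kit beforehand.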
TRHR PAM: allosterically enhances the human TRH receptor; P34981; TRHR cells, fluo-8 calcium fluorescence, EC20 TRH enhancement; enhancement, % at 2 µM; hit rate 0.66% among 360,000; AID 493056; in the data active = enhancement above about 30%; also: 0% is about no effect
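Enhancer read-out: after compound pinning and an initial kinetic agonist-mode read, an EC20 of TRH (10 nM final) was injected and fluo-8 calcium signal (Ex 480/Em 530) followed at 1 s/cycle for 100 cycles in TRHR-expressing cells.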
RXFP1 agonist: agonists of human relaxin receptor RXFP1. Q9HBX9. HEK293T-RXFP1 cAMP TR-FRET, 30 min; response scale: percent of porcine relaxin response, buffer zero. Potency, µM (doses to about 57.5 µM), inactives show at the highest dose activation, usual class: activators. hit rate 0.3% among 370,000. AID 2676; active = well fitted activation curve with a large enough effect; inconclusive = small, poorly fitted or top-dose-only effect; also: potency is read from the fitted curve at half-maximal effect; % is scaled to controls: 0 for no effect and ±100 for the full control effect; nearly all actives have a fitted effect of over 60% in size; many of its hits are not listed in these tables
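cAMP rise read by TR-FRET after 30 min, 37C compound exposure (up to 58 uM) in RXFP1-transfected HEK293 cells with Ro 20174 present. EC50 from Hill-equation fits, with 29 nM porcine relaxin as 100% and buffer as basal.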
D1 PAM: human D1 dopamine receptor positive modulation. AID 504651. P21728. potentiation, % at 10 µM. HEK293 TREx D1 cells, calcium flux, dopamine EC20 potentiation. hit rate 0.036% among 360,000; in the data active = potentiation above about 30%; also: 0% is about no effect
D2 potentiator: positively modulates the human D2 dopamine receptor allosterically | potentiation, % at 10 µM | hit rate 0.34% among 340,000 | HEK293 T-REx D2, calcium flux, EC20 dopamine potentiation;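 active = potentiation over 3 SD above the plate norm, cut at about 30% in these data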; also: 0% is about no effect
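Tetracycline-induced Hek293 Trex D2 cells, force-coupled to calcium, loaded with no-wash calcium dye. Compound added with 180 s kinetic read for agonism, then EC20 dopamine and a further 180 s read for potentiation.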
RXFP1 antag: antagonists of human relaxin receptor RXFP1; HEK293-RXFP1, relaxin-stimulated cAMP HTRF, 30 min; hits give low values; Q9HBX9; AID 1259400; activity change, negative = inhibition, % at 57.5 µM; hit rate 0.59% among 350,000;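 active = activity change of -60% or lower, but not beyond a set lower limit; inconclusive = change between -60% and -40%, or beyond the set limit; inactive = change above -40%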; also: % is scaled to controls: 0 for no effect and ±100 for the full control effect
D2 antag: antagonizes the human D2 dopamine receptor. HEK293 TREx D2 cells, calcium flux, dopamine EC80. inhibition, % at 10 µM. hit rate 2% among 340,000. AID 485344; in the data active = inhibition above about 30%; also: 0% is about no effect
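Dopamine at EC80 is the agonist stimulus; test compounds precede it by 180 s. Calcium flux read kinetically in a force-coupled, inducible HEK293 T-REx D2 cell line.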
D1 antag: antagonists of human D1 dopamine receptor; P21728; HEK293 TREx D1 cells, calcium flux, dopamine EC80; hits give low values; activity change, negative = inhibition, % at 10 µM; hit rate 3.2% among 360,000; in the data active = activity change below about -30%; also: % is scaled to controls: 0 for no effect and ±100 for the full control effect
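Allosteric or orthosteric antagonism assessed as attenuation of the calcium response to EC80 dopamine, added 180 s after compound, in induced HEK293 Trex D1 cells loaded with no-wash calcium dye.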
Starred values were filed as active, the others as inactive; ? = inconclusive; / = not tested or not shown.

Sequence of screens: D1 agonist	D2 agonist	TRHR PAM	RXFP1 agonist	D1 PAM	D2 potentiator	RXFP1 antag	D2 antag	D1 antag
1	Cc1ccc(C)c(NC(=O)CCN2CCCC(C)C2)c1 (configuration not stated)
 : 5	0.0	9	-1.2%	-6	-14	-4	2	-14
2	O=C(CSc1n[nH]c(-c2ccco2)n1)Nc1ccccc1Cl
 : 0	0.2	2	1.9%	-1	8	-19	30*	-11
3	CSc1ncccc1C(=O)OCC(=O)N(C)c1c(N)n(Cc2ccccc2)c(=O)[nH]c1=O
 : 3	-0.3	-6	1.6%	-1	2	-9	-8	20
4	COc1ccc(-c2nc(N=Nc3ccc(O)cc3)n[nH]2)cc1
 : 0	-1.2	13	1.3%	13	-6	-4	3	4
5	CCOc1cccc2sc(N(CCCN(C)C)C(=O)c3ccc(S(=O)(=O)N4CCCCCC4)cc3)nc12
 : 28	2.2	2	0.1%	7	-5	-39	-1	16
6	CCN(CC)S(=O)(=O)c1cccc(-c2n[nH]c(=S)n2C)c1
 : 1	-0.2	-7	5.1%	-7	-5	-30	-17	-21
7	O=C(Cc1ccc(Br)cc1)NC1CCSC1=O (configuration not stated)
 : 0	-0.1	-2	0.3%	-2	/	7	-21	-9
8	CC1(C)OC(=O)C2(Cc3c(F)cccc3N3CCCC32)C(=O)O1 (configuration not stated)
 : 2	/	0	/	5	/	/	/	-22
9	O=C(CCC(=O)c1cccs1)NCc1ccc(Cl)cc1
 : 0	-1.0	0	-0.2%	-2	0	-2	-11	1
10	CCOc1ccc(CCNC(=O)c2nnc(Cc3ccc(Cl)cc3Cl)o2)cc1OCC
 : 5	/	-3	0.1%	-2	0	-7	/	-4
11	O=C(COC(=O)c1ccc(NS(=O)(=O)c2ccc3c(c2)OCCO3)cc1)NCC1CCCO1 (configuration not stated)
 : 1	0.4	-2	2.0%	7	9	-4	0	-10
12	CSCCC(NC(=O)c1ccccc1Cl)C(=O)NNC(=O)c1ccncc1 (configuration not stated)
 : 1	0.2	7	0.3%	-2	3	-7	-10	30
13	COc1ccc(-n2c(=O)c3ccccc3c3ccccc3c2=O)cc1
 : 1	/	-8	-2.5%	6	/	-28	/	12
14	COc1ccc(CCNC(=O)CCC(=O)Nc2ccc3nc(N4CCN(C)CC4)cc(C)c3c2)cc1OC
 : 0	-0.2	4	-0.5%	-4	8	12	-3	-3
15	CCCN(C(=O)c1cc2c(Cl)nc3ccccc3c2s1)c1cccc(C)c1
 : 2	0.7	40*	0.1%	-1	3	/	/	11
16	Cc1ccccc1NC(=O)c1c2c(nc3ccccc13)CCC2
 : 0	0.0	0	-0.2%	0	-1	-7	-1	17
17	O=C(COC(=O)c1cc(Cl)ccc1O)NCCC1=CCCCC1
 : 4	0.6	-1	1.8%	-6	-9	/	2	-14
18	O=C(Nc1ccccc1C(=O)O)c1cccc(NC(=O)c2ccco2)c1
 : -1	/	6	-0.4%	-5	/	-24	/	6
19	Cc1cccc(NC(=O)c2cccc(NS(=O)(=O)c3ccc(Cl)cc3)c2)c1
 : 8	1.1	6	1.6%	-4	9	-3	4	2
20	CC1CC2(CCCC2)Nc2ccc(F)cc21 (configuration not stated)
 : 1	-0.8	4	0.6%	-6	-11	-1	16	9
21	Cc1cc(NC(=O)CN2C(=O)C3CC=CCC3C2=O)no1 (configuration not stated)
 : 1	0.9	-2	1.9%	0	-3	-1	-14	5
22	Cc1cccc(CNC(=O)c2ccc3c(c2)N(C)C(=O)C2CCCCN32)c1 (configuration not stated)
 : 0	/	-1	0.7%	-1	-2	2	/	0
23	CC(C)CN1CCN(Cc2cc(F)ccc2-n2cccn2)CC1CCO (configuration not stated)
 : 2	0.2	-4	1.2%	11	-5	4	-16	4
24	COc1ccc2c(c1)CCc1c(C(=O)N3CCCc4ccccc43)noc1-2
 : 9	-3.4	4	-1.0%	-7	4	-20	-1	-14
25	NS(=O)(=O)c1ccc(NC(=O)CCc2ccccc2)cc1
 : 4	0.2	-7	1.8%	4	3	-4	-6	1
26	COc1ccc(-c2cc(-c3ccccc3O)[nH]n2)cc1OC
 : 0	0.2	4	3.0%	-4	-1	-1	-5	-3
27	CSc1cccc(NS(=O)(=O)c2cn(C)c(C)n2)c1
 : 1	0.5	6	0.8%	-1	-5	/	/	16
28	O=C(O)c1n[nH]c2c1CC(C1CCCCC1)CC2 (configuration not stated)
 : 0	0.3	2	0.2%	-5	4	/	2	-22
29	CCOc1ccccc1NC(=O)N1CCC(NC(=O)c2ccccc2C)CC1
 : 3	-0.1	1	2.3%	0	11	1	-1	-5
30	COC(=O)c1ccc(NC(=O)CCn2cccn2)cc1
 : 2	-0.1	-3	-1.9%	-8	-1	-11	/	-22

Screen by screen, quoted from above:
D1 antag for entries 22–27 → 0, 4, -14, 1, -3, 16

Among those listed so far, these contain a COOH group:
Sequence of screens: D1 agonist	D2 agonist	TRHR PAM	RXFP1 agonist	D1 PAM	D2 potentiator	RXFP1 antag	D2 antag	D1 antag
18	O=C(Nc1ccccc1C(=O)O)c1cccc(NC(=O)c2ccco2)c1
 : -1	/	6	-0.4%	-5	/	-24	/	6
28	O=C(O)c1n[nH]c2c1CC(C1CCCCC1)CC2 (configuration not stated)
 : 0	0.3	2	0.2%	-5	4	/	2	-22

Next part
Sequence of screens: D1 agonist	D2 agonist	TRHR PAM	RXFP1 agonist	D1 PAM	D2 potentiator	RXFP1 antag	D2 antag	D1 antag
31	O=C(/C=C/c1ccc(Cl)cc1)N(Cc1cccs1)C1CCS(=O)(=O)C1 (configuration not stated)
 : 5	0.7	-6	-7.4%	0	-5	-5	-13	-8
32	Cc1ccc2c(c1)C(c1ccccc1)N(C(=O)c1ccccc1[N+](=O)[O-])CC(=O)N2 (configuration not stated)
 : 1	/	-3	-0.1%	7	-6	21	/	16
33	Cc1ccc(NC(=O)CN(c2ccccc2)S(=O)(=O)N(C)C)cc1
 : 1	0.2	-9	1.6%	-4	-6	/	4	-11
34	O=C(NCc1cccs1)C1CC(c2ccc(Cl)c(Cl)c2)=NO1 (configuration not stated)
 : 3	0.3	-2	1.2%	1	-2	0	4	27
35	Cn1nc(C(=O)N2CCN(c3ccc([N+](=O)[O-])cc3)CC2)c2c1-c1ccccc1S(=O)(=O)C2
 : 2	-0.7	14	1.0%	6	4	-6	-4	11
36	CCOCCCNC(=S)N1CCCN(c2nc3cc(C)cc(C)c3cc2C#N)CC1
 : 4	1.0	0	2.6%	2	10	-6	1	-11
37	O=C(O)Cc1sc(Nc2ccc(Cl)cc2)nc1-c1cccs1
 : 9	-5.4	4	4.3%	-7	8	-21	-20	-16
38	Cc1ccc(N2/C(=N/c3nc(C)cc(C)n3)NC(=O)CC2C(=O)O)cc1 (configuration not stated)
 : 2	-0.7	-6	1.7%	2	1	12	-10	-4
39	O=C1/C(=C/c2ccncc2)CCc2ccccc21
 : 2	-1.4	-2	5.4%	-1	0	-8	9	11
40	COc1ccccc1C/C(N)=N/OC(=O)c1ccc2c(c1)OCO2
 : 7	/	1	-0.1%	-3	/	2	/	4
41	Cc1cccc(C(=O)NNC(=S)NC(=O)c2cccs2)c1
 : 76*	26	-7	-0.7%	-9	4	?	16	-6
42	CCN(C(=O)Nc1ccccc1)c1ccccc1
 : 4	1.0	-3	0.0%	-3	4	7	-11	0
43	Nc1nc(NCC2CCCO2)nc(Nc2cccc(F)c2)c1[N+](=O)[O-] (configuration not stated)
 : 1	2.5	8	2.0%	3	18	4	4	27
44	Cc1cc(OCC(=O)NC2CCN(Cc3ccccc3)CC2)c2c(C)c(C)c(=O)oc2c1
 : 2	-2.0	0	6.8%	-6	-17	13	12	-25
45	CC(=O)OC(C(=O)NCCc1ccccc1)c1cccnc1 (configuration not stated)
 : 1	-0.4	7	0.2%	-2	-6	-1	2	-24
46	CCN(CC)S(=O)(=O)c1cccc(NC(=O)CCNC(=O)NC23CC4CC(CC(C4)C2)C3)c1
 : 7	-0.2	-4	-0.5%	4	-7	-16	13	27
47	O=C(NC1CC2CCCC(C1)N2C(=O)Nc1ccccc1)C1CC1 (configuration not stated)
 : 2	3.7	-4	1.1%	-3	/	8	3	10
48	O=C(O)c1cnc(-c2ccccc2)nc1Oc1ccccc1
 : 1	0.1	-1	-0.2%	-1	-3	-15	-13	-3
49	O=C1CC(NNC(=O)c2ccccc2)C(=O)N1 (configuration not stated)
 : 2	-0.2	-5	-2.5%	-5	-4	-10	7	-40*
50	O=[N+]([O-])c1ccc(OCC(O)CN(C2CCCCC2)C2CCCCC2)cc1 (configuration not stated)
 : 2	-0.1	5	0.1%	0	-6	-13	-13	2
51	CCOC(=O)C(NC(C)=O)(Nc1ccc(F)cc1)C(F)(F)F (configuration not stated)
 : 2	23	-3	3.8%	9	1	2	-12	-1
52	C=CCn1c(SCC(=O)C23CC4CC(CC(C4)C2)C3)nc(O)cc1=O
 : 7	0.3	-4	-0.2%	1	-5	-26	-8	-13
53	CCOC(=O)c1ccc(S(=O)(=O)N2CCC(N3CCCCC3)CC2)cc1
 : 10	-0.5	-1	5.4%	-10	5	/	8	-13
54	CC1CCCC(C)N1CCCNC(=O)c1ccc2c(c1)NC(=O)c1ccccc1S2 (configuration not stated)
 : 3	0.7	3	2.1%	-8	15	-5	-6	-7

D1 antag, hit marks shown above.
| cpd | SMILES | D1 agonist | TRHR PAM | RXFP1 agonist | D1 PAM | D2 potentiator | RXFP1 antag | D2 antag | D1 antag |
| --- | --- | --- | --- | --- | --- | --- | --- | --- | --- |
| 49 | O=C1CC(NNC(=O)c2ccccc2)C(=O)N1 (configuration not stated) | 2 | -5 | -2.5% | -5 | -4 | -10 | 7 | -40* |

Quoted at random: 2 records from the list.
Sequence of screens: D1 agonist	D2 agonist	TRHR PAM	RXFP1 agonist	D1 PAM	D2 potentiator	RXFP1 antag	D2 antag	D1 antag
31	O=C(/C=C/c1ccc(Cl)cc1)N(Cc1cccs1)C1CCS(=O)(=O)C1 (configuration not stated)
 : 5	0.7	-6	-7.4%	0	-5	-5	-13	-8
49	O=C1CC(NNC(=O)c2ccccc2)C(=O)N1 (configuration not stated)
 : 2	-0.2	-5	-2.5%	-5	-4	-10	7	-40*

Assay outcomes deposited in PubChem BioAssay by National Center for Advancing Translational Sciences (NCATS).

A portion of the library. The share of hits here may be higher or lower than overall.
